PP5 inh: inhibitors of human protein phosphatase 5 (PP5) | purified PP5c, OMFP substrate fluorescence | 0.18% of 320,000 active | inhibition, % at 6.7 µM;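 active means inhibition above the campaign's mean inhibition across all tested compounds plus 3 SD, cut at about 9.5% in these data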;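 further: 0% = DMSO only and 100% = 100 µM cantharidin control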
Target sequence (P53041 whole entry, looked up): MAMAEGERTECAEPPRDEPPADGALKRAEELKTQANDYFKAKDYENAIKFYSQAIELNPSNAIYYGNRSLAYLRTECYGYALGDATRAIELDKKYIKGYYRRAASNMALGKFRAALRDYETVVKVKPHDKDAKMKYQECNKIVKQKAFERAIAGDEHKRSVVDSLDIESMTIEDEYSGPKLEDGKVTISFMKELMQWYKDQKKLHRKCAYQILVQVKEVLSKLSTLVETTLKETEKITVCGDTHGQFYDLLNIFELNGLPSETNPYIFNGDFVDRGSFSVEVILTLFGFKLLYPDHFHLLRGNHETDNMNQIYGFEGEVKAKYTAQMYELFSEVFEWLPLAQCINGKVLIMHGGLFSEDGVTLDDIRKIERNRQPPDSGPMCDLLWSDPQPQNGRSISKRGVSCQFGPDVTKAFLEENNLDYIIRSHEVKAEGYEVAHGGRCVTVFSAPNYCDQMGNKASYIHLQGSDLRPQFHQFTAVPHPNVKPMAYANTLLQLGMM
Fh CTSL1 inh: cathepsin L1 inhibition, PFM18AAP counter-screen; recombinant F. hepatica cathepsin L1, Z-Leu-Arg-MCA fluorescence; inhibition, % at 5.96 µM; 0.49% of 300,000 active;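 active means inhibition above the mean of all tested compounds plus 3 SD, set per screening campaign, cut at about 17% in these data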;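 further: 0% = plate median of test compound wells and 100% = 1 µM Z-Phe-Ala-diazomethylketone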
PP1 counter: PP1-alpha (human) inhibition in PP5 counter-screen; P62136; purified PP1alpha, OMFP fluorescence; inhibition, % at 6.7 µM; 0.9% of 320,000 active; AID 2235;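 active means inhibition above the mean inhibition of all tested compounds plus 3 SD, computed separately for each screening campaign, cut at about 15% in these data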
procasp3 activ: activates human procaspase-3 | P42574 | recombinant procaspase-3 D3A, Ac-DEVD-pNA absorbance 405 nm | activation, % at 8.5 µM | 0.11% of 330,000 active | AID 463141;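 active means activation above the mean of all tested compounds plus 3 SD, cut at about 21% in these data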;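 further: 0% = DMSO alone and 100% = DMSO wells spiked with extra 5 µM PC-3 D3A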
Target sequence (P42574 whole entry D9A/D28A/D175A): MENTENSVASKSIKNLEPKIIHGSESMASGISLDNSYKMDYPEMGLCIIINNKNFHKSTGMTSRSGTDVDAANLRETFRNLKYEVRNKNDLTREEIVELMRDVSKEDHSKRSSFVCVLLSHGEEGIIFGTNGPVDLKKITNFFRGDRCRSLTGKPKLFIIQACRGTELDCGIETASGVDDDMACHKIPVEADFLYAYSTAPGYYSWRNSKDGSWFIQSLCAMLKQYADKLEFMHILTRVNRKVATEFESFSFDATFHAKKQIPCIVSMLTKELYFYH
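Compound: 8.5 µM single point, 0.8% DMSO / Material: Autoprocessing-dead procaspase-3 D3A mutant enzyme / Timing: 1 h preincubation plus 2 h reaction at 25 °C / Medium: Zinc-free HEPES/NaCl buffer with 0.01% Triton X-100 at pH 7.4 / Technique: 405 nm absorbance of p-nitroaniline, reads at 0 and 120 min / Repeats: one well per compound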
VLA-4 inh: inhibition in a human VLA-4 binding assay | P13612 | VLA-4 expressing cells, ligand binding flow cytometry | inhibition, % (about 7 µM as worked out from the volumes in the protocol) | 0.2% of 330,000 active | AID 2557; in the data active means inhibition above about 50%
GASC-1 inh: human JMJD2C demethylase inhibition | inhibition, % at 2.35 µM | Q9H3R0 | 0.069% of 330,000 active | GST-JMJD2C(1-420) H3K9me3 demethylation, DELFIA europium;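 active means more than half of a compound's replicate wells show inhibition beyond 50%, single wells judged on their own value; inconclusive means some, but no more than half, of replicates pass 50% inhibition; inactive means no replicate passes 50% inhibition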;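 further: signal counts dimethyl H3K9 product captured on neutravidin plate; 0% = median of DMSO wells and 100% = 0.3 times that DMSO median; strong numbers were not always called active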
procasp7 counter: counter-screen: procaspase-7 (human) activation; P55210; activation, % at 8.5 µM; recombinant procaspase-7, Ac-DEVD-pNA absorbance 405 nm; D23A/D198A/D206A triple mutant, cannot self-cleave; scale: DMSO 0, 5 µM enzyme 100; 0.093% of 330,000 active;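 active means percent activation above the screen-wide mean plus 3 SD, cut at about 25% in these data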
Target sequence (P55210 whole entry D23A/D198A/D206A): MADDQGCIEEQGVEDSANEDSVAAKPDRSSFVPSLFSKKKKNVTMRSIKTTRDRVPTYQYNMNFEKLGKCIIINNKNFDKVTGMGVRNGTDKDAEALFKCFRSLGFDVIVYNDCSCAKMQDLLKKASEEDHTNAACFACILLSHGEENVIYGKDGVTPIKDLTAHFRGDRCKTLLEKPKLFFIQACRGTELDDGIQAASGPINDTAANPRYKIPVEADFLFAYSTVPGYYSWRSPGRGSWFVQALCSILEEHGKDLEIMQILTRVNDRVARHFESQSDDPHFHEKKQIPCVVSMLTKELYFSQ
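Material: Procaspase-7 triple mutant (PC-7 D3A) | Quantity: 2 µM procaspase-7 mutant as dispensed | Reagent: DEVD-pNA substrate | Times: 1 h preincubation, 2 h reaction | Technique: 405 nm absorbance of p-nitroaniline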
core dimer inh: blocks dimerization of HCV core protein; 0.33% of 300,000 active; inhibition, % at 5 µM; TR-FRET GST/Flag-core106 dimerization, 1536-well; AID 1899;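 active means inhibition above the mean of all tested compounds plus 3 SD, set per screening campaign, cut at about 45% in these data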
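assay system = GST-tagged and Flag-tagged HCV core protein residues 1-106 | controls = unlabelled core106 and no-GST-core106 wells | incubation = compound-protein-antibody incubation 4 h at 22.5 °C | probe or stimulus = Eu donor and XL665 acceptor anti-tag antibodies | read-out = % inhibition based on acceptor/donor emission ratio | signal = TR-FRET 671 and 617 nm emission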
GRK2 aptamer HTS: human GRK2 inhibition via aptamer displacement; inhibition of aptamer binding, % at 10 µM; bead flow cytometry, FAM-aptamer displacement from GRK2; 0.59% of 330,000 active; P25098;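 active means inhibition of aptamer binding above 40%, roughly 3 SD of noise, on plates passing a quality check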;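 further: median bead fluorescence of bound FAM aptamer so fluorescent compounds give negative values; no value below 0 was filed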
Starred values were filed as active, the others as inactive; ? = inconclusive; nt = no result given.

SMILES,PP5 inh,Fh CTSL1 inh,PP1 counter,procasp3 activ,VLA-4 inh,GASC-1 inh,procasp7 counter,core dimer inh,GRK2 aptamer HTS
CCOC(=O)c1ccccc1NC(=O)CSc1nc2ccccc2c(=O)[nH]1,1.1,-2,5,0,-11,-21,13,1,2
O=C(c1ccco1)N1CCN(C(=O)C2CCN(S(=O)(=O)c3cnc[nH]3)CC2)CC1,-0.3,5,-3,3,-8,-8,0,-6,12
Cc1ccc(-c2nnc(-c3ccc4c(c3)OCO4)o2)cc1,0.3,-1,1,-1,-6,-3,-7,3,2
COc1ccccc1Nc1nc2nonc2nc1N1CCCCC1C (stereo not drawn),1.2,3,0,1,24,0,-1,6,3
O=C(CSc1ccccc1)Nc1ccc(C(=O)Nc2cccc(O)c2)cc1,0.1,8,-2,0,1,-1,11,0,0
Cc1ccccc1CSc1nnc(-c2cccnc2)n1N,-1.0,1,-5,7,10,-3,14,-2,0
CCCCN(C(=O)Cn1nnc2ccccc21)C(C(=O)NCc1ccco1)c1ccncc1 (stereo not drawn),0.0,4,0,-2,-1,10,3,-6,0
CCc1c(C)sc2nc3c(C(=O)N4CCOCC4)cc(C(=O)c4cc(F)ccc4O)cn3c(=O)c12,1.1,8,0,-1,2,-4,4,4,3
CCOC(=O)CSc1nnc(CNC(=O)c2ccco2)n1C,-1.4,1,-2,15,5,-11,6,1,1
Nc1nc(CN2CCN(c3ccccc3F)CC2)nc(Nc2ccccc2)n1,2.4,6,2,3,76*,4,1,0,0
CC(=O)Nc1ccc(S(=O)(=O)NCC(=O)OCC(=O)N2CC(C)OC(C)C2)cc1 (stereo not drawn),nt,nt,nt,1,32,-1,14,nt,0
C/C=C\C=C\C(=O)Nc1cccc(C2=NOC3(C2)C[C@H](C(N)=O)N(C(=O)c2ccccc2C(=O)c2ccccc2)C3)c1 (stereo partly drawn),0.3,5,8,9,-7,18,1,50*,2
CO/N=C/CC(=O)c1ccc(OC)cc1,-0.2,-1,7,3,4,-2,5,-8,2
Oc1ccc(Cl)cc1-c1cc(-c2cccc(Br)c2)n[nH]1,2.1,-1,0,-2,3,-2,12,-5,0
O=S(=O)(NCCCCCNS(=O)(=O)c1ccc(F)cc1)c1ccc(F)cc1,-0.6,0,-3,9,-3,3,-5,-1,0
O=C(NCc1cc(C(F)(F)F)cc(C(F)(F)F)c1)C1CC(c2ccccc2C(F)(F)F)=NO1 (stereo not drawn),9.3,3,8,-7,nt,-9,3,-7,nt
Cc1nn(C(=O)c2c(-c3ccccc3)noc2C)c(C)c1N=Nc1cc(C(F)(F)F)cc(C(F)(F)F)c1,2.0,2,1,-2,-4,-1,6,-5,3
Cc1ccccc1/C=N/NC(=O)Cn1nnc(N)n1,0.5,-4,-3,-2,5,-5,4,-1,3
CC1=N/C(=C\c2ccc([N+](=O)[O-])cc2)C(=O)N1c1ccc(Cl)cc1,3.6,-1,-3,-1,-12,2,10,21,2
CSc1nc(C=Nc2ccccc2Cl)c(O)n1Cc1cccc(Cl)c1,-0.6,-2,-4,14,-3,2,4,3,3
CC(C)CNC(=O)C(=O)NCc1ccccn1,0.2,-1,0,3,2,-13,6,-7,1
COc1ccc(N(C(C)C(=O)N/N=C/c2ccc(OCC(C)C)cc2)S(C)(=O)=O)cc1 (stereo not drawn),3.4,1,2,3,3,1,3,10,0
Cc1ccc(NC(=O)c2cc(NC(=O)c3ccccc3C(=O)O)ccc2N2CCCCC2)cc1,0.9,4,3,2,-3,-8,-2,24,1
COC(=O)COc1ccc(S(=O)(=O)NCC2CCCO2)cc1Cl (stereo not drawn),2.9,-5,-2,4,9,5,2,-1,0
Nc1cc(=O)nc(SCC(=O)N2CCN(c3ccccc3)CC2)n1-c1ccc(F)cc1,3.4,3,3,3,3,1,-8,-2,0
CCOc1ccc(-c2nc(C#N)c(NC3CC3)o2)cc1,1.6,0,4,1,-8,1,0,1,2
O=C(N/N=C/c1cc(Cl)ccc1O)c1ccccc1Br,-0.7,1,0,-30,-13,5,-48,-2,0
CC1=NN(c2ccccc2)C(=O)/C1=C\C=C\c1ccccc1,1.4,-3,7,-7,13,2,-13,20,2
COCCN1C(=O)C(CC(=O)Nc2ccccc2)SC1=Nc1ccc(OC)cc1 (stereo not drawn),5.4,-1,2,-1,6,50,-7,-1,0
CCOc1ccc(/C=N/Nc2cc(=O)n(C)c(=O)n2C)cc1,-2.1,6,-2,3,0,10,0,-6,1
CSc1nc(O)c(C(c2cccc([N+](=O)[O-])c2)c2c(O)nc(SC)[nH]c2=O)c(=O)[nH]1,-0.3,6,-3,-1,-5,?,5,0,3
Cc1cc(C)nc(N2CCCC(C(=O)Nc3ccc4c(c3)OCCO4)C2)n1 (stereo not drawn),0.2,-3,-2,0,nt,-15,5,0,0
O=C(CNC(=O)c1cncc(Br)c1)Nc1ccc(F)c(F)c1F,0.5,-2,2,4,18,10,-22,-4,0
COC(=O)/C=C1\OC(c2ccccc2)=CC1=O,3.0,-1,-2,-6,19,20,-5,1,6
COc1ccc(S(=O)(=O)N2CCCCC2)cc1NC(=O)c1cncc(Br)c1,1.9,nt,-8,6,-9,-4,12,nt,3
O=S(=O)(c1cccc(-c2cn3cc(Cl)ccc3n2)c1)N1CCOCC1,2.5,4,-1,11,2,2,4,-1,0
Cc1nc2ccc(S(=O)(=O)NCC(=O)NCc3ccc(Cl)cc3)cc2s1,2.1,-1,-3,5,11,5,-5,3,1
CCOC(=O)C1CCN(S(=O)(=O)c2cc(Br)cc3c2N(C(C)=O)C(C)C3)CC1 (stereo not drawn),0.5,-1,-1,11,-4,26,4,1,2
CCCCN1C(=O)C(=O)N(CC(=O)Nc2sc(CC)cc2C(=O)OCC)C1=O,-0.4,-2,-3,3,2,4,2,8,1
COc1cc(S(=O)(=O)NCC2CCCO2)ccc1Br (stereo not drawn),5.0,2,-1,2,3,1,-9,-2,2
COc1ccc(-n2c3c(cc(C(=O)NNc4ccccc4)c2=O)C(=O)CC(C)(C)C3)cc1,1.5,1,1,-8,14,9,-6,0,0
Cc1ccccc1NS(=O)(=O)c1ccc(C(=O)OCC(=O)NCC(C)C)cc1,0.5,1,-2,3,-8,12,8,-3,1
CC(=O)c1cc2c(cc1NC(=O)CN1CCN(c3ccc(F)cc3)CC1)OCO2,2.7,1,-4,-4,5,-1,-5,-9,0
Cc1cc(C)c(NC(=O)CSc2nc(COc3ccccc3)nc3ccccc23)c(C)c1,-0.6,6,0,8,-5,-21,-1,8,7
CCOC(=O)Cc1csc2nc3sc(C)c(C)c3c(=O)n12,1.9,-1,2,0,24,2,5,4,0
O=C(COC(=O)c1ccccc1O)Nc1cc(S(=O)(=O)N2CCCCCC2)ccc1Cl,-1.4,nt,-1,5,4,4,-7,nt,0
NC(=O)C1CCN(S(=O)(=O)c2ccc3c(c2)OCCO3)CC1,-0.6,-3,-1,-3,7,0,-2,1,2
Cc1ccc(SCC2(O)CCN(S(=O)(=O)c3ccc(Cl)cc3)CC2)cc1,2.2,1,2,-2,-6,5,9,8,3
COc1cc(/C=C/C(=O)N2CCN(CC(O)COc3ccccc3)CC2)cc(OC)c1OC (stereo not drawn),0.2,-1,0,-9,0,0,1,-4,0
CCOc1ccc(-c2csc(N)c2C(=O)OC)cc1,3.4,-1,0,-9,3,-25,-8,3,0

Remaining list, next part.
SMILES,PP5 inh,Fh CTSL1 inh,PP1 counter,procasp3 activ,VLA-4 inh,GASC-1 inh,procasp7 counter,core dimer inh,GRK2 aptamer HTS
O=C(CSc1nc2ccccc2s1)NC(=O)NCc1ccco1,-0.5,0,0,3,-5,9,-18,1,4
O=C(Nc1cccc(C(F)(F)F)c1)C(Sc1n[nH]c(=O)[nH]c1=O)c1ccccc1 (stereo not drawn),1.1,0,1,6,2,9,6,6,0
Cc1ccc(-c2nnc(SCC(=O)NC3CC3)o2)cc1,2.6,-4,0,0,8,-5,2,4,0
CCc1c(C)nc2c(C#N)c(C)[nH]n2c1=O,0.0,-3,-5,15,-5,34,6,1,2
COc1cc(/C=N/NC(=O)C(C)n2nnc3ccccc32)ccc1O (stereo not drawn),-1.6,3,1,-7,-13,-10,-7,-5,0
O=C(/C=C/c1ccc2c(c1)OCO2)Nc1cccnc1,-3.0,1,-6,8,0,4,5,0,3
COc1cc(C(=O)NCCc2ccc(F)cc2)ccc1OCC(=O)N1CCOCC1,-1.2,-5,-5,-6,34,10,-1,-7,4
O=C(O)CCCNS(=O)(=O)/C=C/c1ccccc1,3.5,-3,-2,5,-5,1,-2,1,4
N/C(=N\OC(=O)c1cccc(Cl)c1)c1ccccn1,1.9,10,0,-8,10,-5,-3,4,3
O=C(COC(=O)c1cc(Cl)cc(Cl)c1)NCCN1C(=O)CSC1=O,0.7,-9,-4,6,-1,1,2,0,0
CC(=O)c1cccc(CN2CCCC(C(=O)Nc3ccc(-c4ccco4)cc3)C2)c1 (stereo not drawn),0.4,0,3,-7,-3,19,-12,22,0
O=C(O)c1ccccc1/C=N/Nc1ccc(S(=O)(=O)N2CCCC2)cc1[N+](=O)[O-],2.0,3,0,-1,25,2,1,-1,1
CCOc1ccc(CN2CCN(Cc3cnn(CC)c3C)CC2CCO)cc1 (stereo not drawn),0.1,-1,-2,-3,3,5,7,-4,0
O=C(NCC(=O)N1CCN(c2ccccc2)CC1)c1ccco1,2.3,-3,-3,3,8,5,3,0,1
Cc1ccc(/C([O-])=C(/C(=S)NCc2ccco2)[n+]2ccccc2)cc1,1.4,2,7,-6,9,-17,-10,42,0
CCn1c(=O)c(-c2ccccc2)c(O)c2ccccc21,0.9,-1,-4,5,8,-5,8,1,0
CC(C)C(NS(=O)(=O)c1cccs1)C(=O)N1CCc2ccccc2C1 (stereo not drawn),3.3,1,5,-5,3,3,7,3,2
CCOc1ccc(/C=N/NC(=S)NC2CC3CCC2C3)cc1 (stereo not drawn),1.0,3,1,1,2,11,7,2,2
O=C1CC(c2ccco2)Cc2nc(Nc3nc(-c4ccccc4)c4ccccc4n3)ncc21 (stereo not drawn),0.2,1,26*,10,-1,16,-7,59*,2

By substructure, the compounds so far containing a CF3 group.
SMILES,PP5 inh,Fh CTSL1 inh,PP1 counter,procasp3 activ,VLA-4 inh,GASC-1 inh,procasp7 counter,core dimer inh,GRK2 aptamer HTS
O=C(NCc1cc(C(F)(F)F)cc(C(F)(F)F)c1)C1CC(c2ccccc2C(F)(F)F)=NO1 (stereo not drawn),9.3,3,8,-7,nt,-9,3,-7,nt
Cc1nn(C(=O)c2c(-c3ccccc3)noc2C)c(C)c1N=Nc1cc(C(F)(F)F)cc(C(F)(F)F)c1,2.0,2,1,-2,-4,-1,6,-5,3
O=C(Nc1cccc(C(F)(F)F)c1)C(Sc1n[nH]c(=O)[nH]c1=O)c1ccccc1 (stereo not drawn),1.1,0,1,6,2,9,6,6,0
